Pf growth 96h: P. falciparum growth inhibition at 96 hours. P. falciparum luciferase reporter growth, 96 h. Potency, µM (series often up to 28.7 µM), for inactives: at the top dose activity change, negative = inhibition, most hits filed as inhibitors. 6.9% of 320,000 active
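P. falciparum expressing integrated firefly luciferase grown in erythrocytes (2% hematocrit, 0.05% parasitemia final) with compounds for 96 hours at 37 C, 5% CO2. Growth inhibition read as loss of luminescence after adding luciferase detection reagent.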
Sm TGR block: blocks Schistosoma mansoni thioredoxin glutathione reductase. purified TGR, DTNB reduction, TNB absorbance 405 nm. Potency, µM (titrated, usually from 114 µM), inactives show at the highest dose activity change, negative = inhibition, actives largely listed as inhibitors. Q962Y6. 3% of 360,000 active; also: nearly all actives have a fitted effect of over 60% in size
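Kinetic colorimetric format: TGR-catalysed, NADPH-driven DTNB reduction monitored via TNB absorbance. Enzyme dispensed at 20 nM; compound exposure 15 min at room temperature before reaction start.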
Pf growth 48h: P. falciparum growth inhibition at 48 hours (one generation); P. falciparum luciferase growth in erythrocytes, 48 h; Potency, µM (highest dose often 28.7 µM), for the others: top-dose activity change, negative = inhibition, hits mostly inhibitors; 5.9% of 310,000 active
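A one-generation exposure of luciferase-tagged malaria parasites in RPMI 1640/Albumax erythrocyte culture, 37 C and 5% CO2. Inhibition is inferred from decreased luminescence after adding detection reagent.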
LmPK inh: inhibitors of Leishmania mexicana pyruvate kinase; Q27686; purified LmPK, Kinase-Glo ATP luminescence, 1 h; Potency, µM (doses to about 57.5 µM), inactives show at the top dose activity change, negative = inhibition, usual class: inhibitors; 0.37% of 290,000 active; AID 1721
Target sequence (Q27686 whole entry, looked up): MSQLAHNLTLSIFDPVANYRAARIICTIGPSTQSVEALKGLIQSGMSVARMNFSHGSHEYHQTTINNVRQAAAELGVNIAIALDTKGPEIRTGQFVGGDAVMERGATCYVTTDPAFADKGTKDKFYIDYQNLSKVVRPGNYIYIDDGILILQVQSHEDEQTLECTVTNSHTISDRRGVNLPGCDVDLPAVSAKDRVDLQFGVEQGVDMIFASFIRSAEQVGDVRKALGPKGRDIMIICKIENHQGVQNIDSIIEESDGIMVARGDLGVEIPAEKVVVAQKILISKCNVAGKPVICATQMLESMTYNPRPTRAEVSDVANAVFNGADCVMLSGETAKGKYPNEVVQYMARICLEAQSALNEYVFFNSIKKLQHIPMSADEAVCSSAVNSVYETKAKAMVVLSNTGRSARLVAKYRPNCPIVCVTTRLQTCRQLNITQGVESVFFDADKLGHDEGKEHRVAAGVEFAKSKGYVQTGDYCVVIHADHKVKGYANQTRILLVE
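qHTS format; LmPK 0.1 nM; substrates PEP 0.5 mM and ADP 0.1 mM. One-hour room-temperature incubation, then coupled luciferase luminescence; 0.5 nM enzyme wells mark activation.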
HCV inhibitor: inhibitors of hepatitis C virus infection. 3.4% of 340,000 active. Huh7.5.1 HCVcc-Cre infection, luciferase reporter, 44 h. Potency, µM (titrated, usually from 41.8 µM), without a hit: top-dose activity change, negative = inhibition, actives largely listed as inhibitors. AID 651820
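Cells (1,000/well) were plated 4 h before compound, then infected with HCVcc-Cre virus (~0.5 moi). After 44 h further culture, infection was read as luciferase luminescence following a 15 min substrate incubation at room temperature.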
Tb PYK inh: inhibitors of Trypanosoma brucei pyruvate kinase | Q57TT1 | TbPYK enzyme, Kinase-Glo Plus ATP luminescence, 45 min | Potency, µM (top dose mostly 76.8 µM), without a hit: top-dose activity, negative = inhibition, most hits filed as inhibitors | 0.12% of 410,000 active | AID 624173; also: nearly all actives have a fitted effect of over 50% in size
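Luminescent Kinase-Glo Plus end-point after 45 min room-temperature reaction of T. brucei pyruvate kinase started with 130 uM ADP (final). Buffer TEA 50 mM pH 7.2 with KCl, MgCl2, BSA, Tween-20; titration-based qHTS with fitted concentration-effect curves.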
An asterisk follows results filed as active; ? = inconclusive; nt = not tested or not shown; [ ] = dose if it differs, or a comment. Calls follow the shape of the dose curve; as a rule, active = well fitted curve in the direction sought with a large enough effect; inconclusive = small, poorly fitted or top-dose-only effect, or another doubt; inactive = no such curve, though single readings can be large; an effect the other way counts as inactive or inconclusive. % is scaled to controls: 0 for no effect and ±100 for the full control effect; potency is read from the fitted curve at half-maximal effect.

SMILES	Pf growth 96h	Sm TGR block	Pf growth 48h	LmPK inh	HCV inhibitor	Tb PYK inh
CCC(=O)NC(Cc1ccccc1)c1nc2ccccc2[nH]1 (centres undefined)	-14%	0%	8%	1%	7%	-2%
C=C(C)CSc1nnc(-c2ccccc2)n1N	-22%	11%	30%	-4%	21%	-1%
Cc1cc(C)cc(NC(=O)[C@@H](NC(=O)c2ccco2)C(C)C)c1	-8%	-14%	0%	-4%	-17%	-5%
Cc1ccc(C2C(C#N)=C(N)Oc3cc4c(cc32)OCO4)cc1 (centres undefined)	?	-28%	?	5%	?	4%
COc1ccc(/C=N/n2cnc3c(sc(=S)n3-c3ccccc3)c2=O)cc1	13%	0%	19%	0%	9%	5%
CC(=O)c1ccc(OCC(=O)Nc2ccccc2N2CCCC2)cc1	?	-1%	-2%	-6%	-12%	0%
c1ccc(C2=NNC(=NCc3ccc4c(c3)OCO4)SC2)cc1	?	-15%	12%	-1%	1%	-9%
CCOC(=O)c1sc2ncn(/N=C/c3ccccn3)c(=O)c2c1C	6.6µM*	7%	10%	6%	nt	nt
CC1c2ccsc2CCN1C(=O)NC(=O)c1ccc(Cl)cc1 (centres undefined)	?	4%	-5%	2%	-20%	2%
O=C(Nc1ccccc1Cl)c1cc(=O)c2ccccc2o1	12µM*	0%	103%[activator]	6%	-8%	-4%
C[C@@H](C(=O)O)[C@H]1C[C@]1(C)[C@H](NC(=O)OCc1ccccc1)c1ccccc1	?	-4%	31%[activator]	10%	-5%[8.37 µM]	2%
CCCCN(C)Cc1c(C)[nH]c2c(Cl)cccc2c1=O	10%	5%	18%	4%	4%	1%
CCOc1ccccc1N1CCN(C(=O)c2ccc3c(c2)OCO3)CC1	52%[activator]	-6%	-9%	-5%	-9%	-2%
COc1ccc(C(C(=O)NC2CCCC2)N(CCO)C(=O)Cn2nnc(-c3ccc(C)o3)n2)cc1OC (centres undefined)	?	-1%	6%	-1%	-1%	-1%
O=C(CSCc1c(Cl)cccc1Cl)NCC1CCCO1 (centres undefined)	79%[activator]	1%	40%	-1%	-1%	1%
O=C(O)c1ccc(NCc2nc3ccccc3n2Cc2ccccc2)cc1	18%	7%	10%	-6%	4%	-1%
CC(=O)Nc1ccc(NC(=O)CN(C)CCC#N)cc1	nt	-6%	10%	1%	14%	2%
Cc1ccc(NC(=O)CN(C)C(=O)C(c2ccccc2)c2ccccc2)cc1	-10%	?	13%	nt	?	6%
O=C(Cc1ccsc1)N1CCc2c([nH]c3ccccc23)C1c1ccccn1 (centres undefined)	14%	-5%	?	2%	-9%	-4%
Cc1cccc(C)c1NC(=O)CN(C)C(=O)CSCc1c(C)noc1C	?	-4%	10%	nt	1%	-2%
COc1ccc2nc(N/C(N)=N/C(=S)Nc3cccc(C)c3)nc(C)c2c1	20%	-3%	?	0%	?	2%
COc1ccccc1NC(=O)COc1ccc(CO)cc1Cl	nt	-10%	170%[activator]	6%	10µM*	-1%
c1ccc(-c2nc(N3CCCC3)nc3ccccc23)cc1	38%[activator][5.75 µM]	-30%	15%[5.75 µM]	5%	?	4%
COc1cc(-c2c(NC(=O)c3ccco3)oc3c(C)cccc3c2=O)cc(OC)c1OC	?	4%	-14%	0%	0%	-4%

Compound profiles, as listed above. Order of screens: Pf growth 96h, Sm TGR block, Pf growth 48h, LmPK inh, HCV inhibitor, Tb PYK inh
Results for `O=C(Cc1ccsc1)N1CCc2c([nH]c3ccccc23)C1c1ccccn1` (centres undefined) → 14%, -5%, ?, 2%, -9%, -4%
Results for `O=C(O)c1ccc(NCc2nc3ccccc3n2Cc2ccccc2)cc1` → 18%, 7%, 10%, -6%, 4%, -1%
Results for `COc1ccc(C(C(=O)NC2CCCC2)N(CCO)C(=O)Cn2nnc(-c3ccc(C)o3)n2)cc1OC` (centres undefined) → ?, -1%, 6%, -1%, -1%, -1%
Results for `COc1ccccc1NC(=O)COc1ccc(CO)cc1Cl` → nt, -10%, 170%[activator], 6%, 10µM*, -1%
Results for `COc1ccc2nc(N/C(N)=N/C(=S)Nc3cccc(C)c3)nc(C)c2c1` → 20%, -3%, ?, 0%, ?, 2%

Other results:
SMILES	Pf growth 96h	Sm TGR block	Pf growth 48h	LmPK inh	HCV inhibitor	Tb PYK inh
CC1CC(C)CN(C(=O)c2ccc3ccccc3c2)C1 (centres undefined)	?	-1%	0.83µM*	nt	?	2%
C=CCNC(=O)c1ccc(C2SCC(=O)N2Cc2ccco2)cc1 (centres undefined)	?	28µM*	-20%	4%	-11%	-13%
CCOP(=O)(/C(C#N)=C(\C)O)c1ccccc1 (centres undefined)	12%	-34%	-12%	-2%	10%	-5%
O=C(CCn1ccc([N+](=O)[O-])n1)NC1CCCCCC1	-2%	-19%	16%	0%	40%[activator]	-11%
COc1ccccc1CN(CC(=O)NCc1ccco1)C(=O)CNS(=O)(=O)c1ccccc1	nt	50µM*	-16%	0%	-1%	-13%
O=C(O)c1cccc(N=C2NC(=O)C(CO)(CO)S2)c1	-15%	4%	31%	7%	11%	-9%
COc1cccc(NC(=O)NCc2cccn2C)c1	?	4%	42%[activator]	-12%	-1%	2%
Cc1cc(SCc2ccc(Br)cc2)nc(=O)[nH]1	1%	0%	33%[activator]	0%	6%	-13%
Fc1ccc(NC2=NCCCCC2)cc1	22%	0%	0%	1%	-5%	-4%
CC1=CC2=NC(=O)CC(C)(C(=O)N(CC(=O)NC3CCCC3)c3cc(C)cc(C)c3)N2C=C1 (centres undefined)	?	nt	29%	-2%	3%	-5%
O=C(CSc1nnc(-c2ccncc2)n1Cc1ccco1)c1ccc(Cl)cc1	?	0.89µM*	-7%	5%	-11%	-28%
N#CCNC(=O)C1c2ccccc2Oc2ccccc21	0%	1%	98%[activator]	2%	17%	-3%
COc1ccccc1C(=O)N1CCN(c2ccc(N3CCOCC3)nn2)CC1	-11%	0%	38%[activator]	nt	31%[activator]	1%
COc1ccc2c(c1O)[C@]13CCN(C)[C@H](C2)[C@@H]1CCC(=O)C3	0%	-15%	1%	1%	10%	-2%
Cn1c(=O)oc2cc(S(=O)(=O)NCCN3CCN(c4ccccc4)CC3)ccc21	?	3%	nt	-2%	2%	3%
CCOc1ccc(-c2nnn(CC(=O)NCc3ccccc3)n2)cc1	54%[activator]	-18%	32%[activator]	1%	?	-15%
COc1cc(/C=C/c2cc[n+](C)cc2)ccc1OCC(=O)Nc1ccc(Cl)c(Cl)c1	-20%	?	?	-5%	-1%	0%
COc1ccc(Cl)cc1NC(=O)C(C)N1CCc2ccccc21 (centres undefined)	?	1%	6.6µM*	2%[11.5 µM]	?	3%
CC(=O)Nc1ccccc1NC(=O)C/C(C)=N/NC(=O)c1cccnc1	?	1%	14%	3%	7%	-6%
Cc1cc(NC(=O)COC(=O)C(Cc2ccccc2)NC(=O)c2ccco2)no1 (centres undefined)	-14%	0%	11%	3%	26%	3%
CCC1CCCCN1S(=O)(=O)c1ccc2[nH]c(=O)ccc2c1 (centres undefined)	3.3µM*	-31%	11%	-1%	7%	-9%
CCN(CC)C(=O)c1sc(N)c(C#N)c1C	?	1%	8%	-7%	7%	0%
O=C(Cn1nc(Cl)nc1Cl)c1ccc(F)cc1	?	9%	12µM*	0%	19%	-1%
COc1ccc2oc(-c3ccccc3)c(C(=O)N3CCOCC3)c2c1	?	3%	-6%	1%	?	-7%

Part of the list above, limited to Sm TGR block, LmPK inh and HCV inhibitor.
SMILES	Sm TGR block	LmPK inh	HCV inhibitor
COc1ccccc1C(=O)N1CCN(c2ccc(N3CCOCC3)nn2)CC1	0%	nt	31%[activator]
COc1ccc2c(c1O)[C@]13CCN(C)[C@H](C2)[C@@H]1CCC(=O)C3	-15%	1%	10%
Cn1c(=O)oc2cc(S(=O)(=O)NCCN3CCN(c4ccccc4)CC3)ccc21	3%	-2%	2%
CCOc1ccc(-c2nnn(CC(=O)NCc3ccccc3)n2)cc1	-18%	1%	?

Later entries
SMILES	Pf growth 96h	Sm TGR block	Pf growth 48h	LmPK inh	HCV inhibitor	Tb PYK inh
O=C(COc1cc2oc(=O)c3c(c2cc1Cl)CCC3)NCCCn1ccnc1	?	-12%	-3%	-4%	?	9%
O=C(Cn1cc2c(n1)CCCC2)NCc1cccs1	5.2µM*	0%	nt	13%	8%	3%
Cc1nn(C)c(C)c1S(=O)(=O)N(CC(=O)NCCCN1CC(C)CC(C)C1)c1ccc(C(C)C)cc1 (centres undefined)	-7%	-1%	?	3%	0%	0%
CN1CCN(C(=O)C2CC(c3ccc(F)cc3)=NO2)CC1 (centres undefined)	?	7%	nt	13%	13%	-5%
COc1cc(C(C)=O)ccc1OC(=O)CN1C(=O)c2ccccc2C1=O	13%	?	5%[0.00184 µM]	4%	17%	1%
O=C(CCN1C(=O)S/C(=C\c2ccccc2)C1=O)NCCCn1ccnc1	-12%	-1%	-7%	6%	-7%	-3%
Cc1cccc(C(=O)NCC(=O)NCC(c2ccco2)N2CCCCC2)c1 (centres undefined)	3%	-18%	4%	nt	-2%	5%
Cc1ccc(CS(=O)(=O)c2nsc(C)c2C#N)cc1	-2%	-13%	26%	-2%	11%	-13%
Cc1cc2nc(N3C(=O)CNC3=S)sc2cc1C	-3%	nt	49%[activator]	?	26%	-3%
O=C(CN1CCN(c2ccccc2)CC1)c1ccc2cc[nH]c2c1	3%	?	nt	5%	1%	0%
Cn1cc(/C=C(\NC(=O)c2ccccc2Cl)C(=O)NCCCN2CCOCC2)c2ccccc21	10µM*	-21%	?	-7%	-11%	1%
Cc1nnc(SCC(=O)NCc2ccco2)[nH]c1=O	42%	-27%	11%	13%	4%	-6%
Nn1c(SCc2ccc(Br)cc2)nnc1-c1ccccn1	13%	-6%	8%	-4%	16%	-3%
Cc1ccc(NC(=O)C2CCCN(S(=O)(=O)c3cnc[nH]3)C2)cc1C (centres undefined)	?	-5%	-1%	-1%	11%	2%
O=C(NCc1ccc(Cl)cc1)c1csc(-c2cccnc2)n1	41%[activator]	-2%	?	8%	-15%	-4%
COCCn1c(C)cc(C2=NNC(=NC(C)(C)C)SC2)c1C	?	-1%	12µM*	4%	-6%	-15%
CC(C)(C)NC(=S)NNC(=O)[C@H]1C[C@@H]1c1ccccc1	18%	-6%	43%[activator]	-8%	23%	-18%
Cc1cc(C)n2nc(C(=O)N/N=C/c3cccs3)nc2n1	19%	5%	6%	-3%	10%	-14%
Cc1ccc(C(=O)N[C@H](C(=O)Nc2sccc2C(N)=O)C(C)C)cc1	?	-11%	-10%	-3%	-20%	3%
CCCc1nc(SCC(=O)Nc2cc(C)on2)c2c(=O)n(C)c(=O)n(C)c2n1	-6%	5%	nt	3%	8%	4%
CN(C)c1ccc(/C=C(\C#N)C(=O)NCc2ccco2)cc1	-10%	-12%	146%[activator]	-6%	8%	nt
Cc1c(C(=O)N(C)c2ccccc2)oc2c1C(O)CC(C)(C)C2 (centres undefined)	?	-4%	-8%	-8%	6%	8%
Cc1ccc(NC(NC(=O)c2ccccc2[N+](=O)[O-])C(Cl)(Cl)Cl)cc1 (centres undefined)	10%	-4%	?	1%	1%	-9%
Cc1ccc(C)c(NC(=O)C2CCCN(S(=O)(=O)c3cccnc3)C2)c1 (centres undefined)	?	-8%	-1%	-9%	-8%	5%
CC(OC(=O)c1ncc(Cl)c(Cl)c1Cl)C(=O)NC1(C#N)CCCCC1 (centres undefined)	49%[activator]	-20%	61%[activator]	nt	?	3%
CCOC(=O)C1=NOC(CNC(=O)C2=NOC(CNC(=O)c3c(-c4ccccc4Cl)noc3C)C2)C1 (centres undefined)	79%[activator]	2%	2%	-14%	8%	-4%
CCOC(=O)C1CCCN(c2ccc(NC(=O)c3snc4c(=O)[nH]c(C)nc34)cc2)C1 (centres undefined)	0.93µM*	4%	?	0%	-15%	0%
CCc1nc2ccccc2n(CC)c1=O	10%	-23%	8%	-2%	4%	0%
